WT yeast gro inh = growth inhibition of WT strain, primary screen, mitochondrial fusion inhibitor project, WT and mutant strains, chemical genetic. mitochondrial fusion phenotypic screen. inhibition, % at 10 µM. 190,000 tested, 2.1% active. AID 1362, 2008; in the data active means inhibition above about 58%; tested in S. cerevisiae
Insulin prom up = insulin promoter activators in MIN6 cells, imaging, high-content screening, mouse beta cells | 190,000 tested, 0.3% active | MIN6 insulin promoter-GFP reporter; stronger effect = higher value | z-score at 5 µM | AID 1625, 2009;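 active means z-score above 3 at 5 µM with at least 500 cells counted in the well; inconclusive means wells under 500 cells, flagged as cytotoxic or low count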
MT stabilizer = microtubule stabilizers in HeLa cells, primary screen, imaging, high-content imaging | HeLa tubulin immunostaining HCS, 24 h; share of cells brighter than vehicle mean+2SD | % tubulin-high responders, % at 10 µM | 200,000 tested, 0.83% active | AID 2205, 2009;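 active means plate Z-score above 3 for both tubulin-high and condensed-nucleus cell shares, with cell loss under 80%, at 10 µM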;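 further: anti alpha tubulin signal scored within the nucleus-defined area of each cell; some results filed as inactive read as strong as hits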
T cell HTS = modulators of CD8 T cell-vesicle binding, primary screen, mouse 2C CD8+ T cells, flow cytometry. AID 2052, 2009. 2C CD8+ T cell-vesicle binding; stronger effect = lower value. 330,000 tested, 0.068% active. calls only at 7 µM;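 active means response, share of CD8 T cells binding vesicles, and their 90th percentile fluorescence all below set limits, cut at about 80% in these data, passing the limit was not always enough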
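Read-out – percent CD8+ FL2 mean versus row control · System – murine 2C transgenic CD8+ T lymphocytes · Times – 1.5 h cell–vesicle binding at 37 °C, then 20 min icy labelling · Control set – naked vesicles low, QL9 vesicles with vehicle high · Detection – cytometric PE anti-B7-1 and Alexa647 anti-CD8 signals after 1% paraformaldehyde fixation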
Myeloid diff MLP = induction of myeloid progenitor differentiation, primary screen, cell-based, flow cytometry, MLPCN library | ER-HoxA9 myeloid progenitors, lysozyme-GFP differentiation | calls only at 10 µM | 360,000 tested, 1% active | AID 624256, 2012;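 active means normalized GFP-positive differentiation at or above the plate's own cutoff, the solvent-only control mean plus 3 SD; inconclusive means no clear call, values can overlap the other calls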;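 further: cells exposed to compound for four days before flow analysis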
Autophagy mod = autophagy modulators in MEF cells, primary screen, imaging, high-content, MEF GFP-LC3; MEF GFP-LC3 puncta imaging; test concentration mostly 10 µM; calls only at 10 µM (by protocol); 190,000 tested, 0.98% active; AID 463193, 2010;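 active means percentage of spot-positive cells more than 3 SD above its plate mean, without a fluorescence outlier flag or 80% toxicity; inconclusive means no clear call, values can overlap the other calls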;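 further: spot-positive cell cutoff set from DMSO-treated cells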
Hep lipid drop = inhibitors of hepatocyte lipid droplet formation, primary screen, imaging, high-throughput imaging, BODIPY stain; inhibition, % at 6.5 µM; 240,000 tested, 0.4% active; AML12 mouse hepatocytes, oleate lipid droplets;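 active means lipid droplet intensity inhibited by at least 50%, with more than 500 cells counted; inconclusive means wells with under 300 cells, treated as cytotoxic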
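Material: mouse AML12 hepatocyte cell line, fixed after treatment; Timing: compound with oleate, overnight; Technique: high-content imaging of BODIPY-stained droplets and DAPI nuclei; Probe or stimulus: oleate, 100 µM final; Dosing: compound at 6.5 µM only.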
b-catenin transl = modulators of beta-catenin nuclear translocation, primary screen, imaging, HeLa cells, immunofluorescence, high-content; nuclear translocation activity, % at 5 µM; AID 1665, 2009; 190,000 tested, 0.3% active;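 active means nuclear translocation activity above 50% at 5 µM, with a well cell count of 50 or more; inconclusive means wells under 50 cells across six images, flagged as toxic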;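 further: per-cell ratio of nuclear to cytoplasmic median beta-catenin stain intensity; plate controls were DMSO negative control for no effect and GSK-3 inhibitor IX positive control for full effect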
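test system = HeLa cells, endogenous beta-catenin | dosing = single 5 µM dose plus 0.02–20 µM confirmation series | times = compound treatment 24 h, 37°C, 5% CO2 | technique = beta-catenin immunofluorescence imaging with DAPI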
West Nile virus CPE = West Nile virus antiviral activity, cell-based, CPE readout (AID 1621); West Nile virus-infected cells, CPE inhibition; higher % means a stronger effect; CPE inhibition, % at 10 µM, or IC50 in µM where a hit was titrated; 290,000 tested, 0.02% active; in the data active means a potency from the dose series; inconclusive means CPE inhibition mostly from about 3.7% at the one dose, without a potency; inactive means the rest, 99 in 100 with CPE inhibition below about 2.2%; further: strong numbers were not always called active
WT yeast gro inh mutant strain = recorded beside WT yeast gro inh, whose call it bears; inhibition, %; mitochondrial fusion phenotypic screen, mutant strain inhibition
Insulin prom up cell count = recorded beside Insulin prom up, whose call it bears; cell count; measured here: cytotoxicity, nuclei count;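 total cells summed across four imaged fields per well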
Hep lipid drop cells 6.5 µM = further read-out of Hep lipid drop, marked with its call; cell count; measured here: cell count, cytotoxicity flag;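 cells counted across two imaged fields per well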
b-catenin transl cell count 5 µM = further read-out of b-catenin transl, marked with its call; cell count; measured here: cell count, cytotoxicity flag
T cell HTS vesicle-bound % = further read-out of T cell HTS, marked with its call; double positive events, %; measured here: CD8+ vesicle-bound cell fraction;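 binding gate set so that unloaded-vesicle control wells show 10% double positive cells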
MT stabilizer Hoechst-high % = second read-out of MT stabilizer, no call of its own (marks repeat the call); % Hoechst-high responders; measured here: nuclear condensation Hoechst responders;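 share of cells brighter than vehicle mean plus two SD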
MT stabilizer cytotoxicity % = recorded beside MT stabilizer, whose call it bears; toxicity, %; measured here: cytotoxicity by cell density;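 0% = mean cell density of plate MIN control wells and 100% = no cells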
Autophagy mod cell loss 18 h = further read-out of Autophagy mod, marked with its call; toxicity, %; measured here: cell loss, nuclei count;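 cell loss after 18 h compound exposure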
Myeloid diff MLP GFP+ MAC1+ % = also measured in Myeloid diff MLP; calls as there; GFP+ MAC1+ double positive, %; measured here: differentiation confirmed by MAC1 staining
* hit, by the source's call.

CSc1nnc2c(n1)OC(C)=Nc1ccccc1-2 was read as WT yeast gro inh -2, Insulin prom up -0.2, MT stabilizer 3.9, T cell HTS inactive, Myeloid diff MLP inactive, Autophagy mod inactive, b-catenin transl -2.6, West Nile virus CPE 0.3%, WT yeast gro inh mutant strain -6, Insulin prom up cell count 1215, b-catenin transl cell count 5 µM 984, T cell HTS vesicle-bound % 40, MT stabilizer Hoechst-high % 1.2, MT stabilizer cytotoxicity % 6.6, Autophagy mod cell loss 18 h 7 and Myeloid diff MLP GFP+ MAC1+ % 5.0.
COc1cccc(CNc2nc3nc(C)c(Cl)c(=O)n3[nH]2)c1 was read as Insulin prom up 0.61, T cell HTS inactive, Myeloid diff MLP inactive, Hep lipid drop -2, b-catenin transl -2.4, West Nile virus CPE 0.2%, Insulin prom up cell count 1503, Hep lipid drop cells 6.5 µM 710, b-catenin transl cell count 5 µM 1052, T cell HTS vesicle-bound % 32 and Myeloid diff MLP GFP+ MAC1+ % 0.6.
Nc1nc(CSc2n[nH]c(-c3ccccc3)n2)nc(Nc2ccccc2)n1 was read as WT yeast gro inh 0, Insulin prom up 0.11, MT stabilizer 1.7, T cell HTS inactive, Myeloid diff MLP inactive, Autophagy mod inactive, Hep lipid drop -10, West Nile virus CPE 0.9%, WT yeast gro inh mutant strain 11, Insulin prom up cell count 1279, Hep lipid drop cells 6.5 µM 656, T cell HTS vesicle-bound % 59, MT stabilizer Hoechst-high % 1.6, MT stabilizer cytotoxicity % 3.5, Autophagy mod cell loss 18 h -7 and Myeloid diff MLP GFP+ MAC1+ % 1.2.
`CN(C1CCS(=O)(=O)C1)S(=O)(=O)c1ccccc1[N+](=O)[O-]` (stereo unspecified) gave WT yeast gro inh -12, Insulin prom up -0.21, MT stabilizer 3.1, T cell HTS inactive, Myeloid diff MLP inactive, Autophagy mod inactive, Hep lipid drop 8, b-catenin transl 1.8, West Nile virus CPE -0.2%, WT yeast gro inh mutant strain -4, Insulin prom up cell count 1379, Hep lipid drop cells 6.5 µM 622, b-catenin transl cell count 5 µM 942, T cell HTS vesicle-bound % 58, MT stabilizer Hoechst-high % 3.5, MT stabilizer cytotoxicity % 7.7, Autophagy mod cell loss 18 h -7 and Myeloid diff MLP GFP+ MAC1+ % 0.5.
`NC(=O)C1CCN(C2CC(=O)N(c3ccc(F)c(Cl)c3)C2=O)CC1` (stereo unspecified) gave WT yeast gro inh -20, Insulin prom up 0.54, MT stabilizer 3.2, T cell HTS inactive, Myeloid diff MLP inactive, Autophagy mod inactive, b-catenin transl 4.6, West Nile virus CPE -0.4%, WT yeast gro inh mutant strain 7, Insulin prom up cell count 1629, b-catenin transl cell count 5 µM 1332, T cell HTS vesicle-bound % 58, MT stabilizer Hoechst-high % 1.8, MT stabilizer cytotoxicity % 4.3, Autophagy mod cell loss 18 h 1 and Myeloid diff MLP GFP+ MAC1+ % 0.3.
For COc1cc(C(=O)NC(C)CCc2ccccc2)cc(OC)c1OC (stereo unspecified) the results were T cell HTS inactive, Myeloid diff MLP inactive, Hep lipid drop -2, West Nile virus CPE -0.5%, Hep lipid drop cells 6.5 µM 799, T cell HTS vesicle-bound % 65 and Myeloid diff MLP GFP+ MAC1+ % 0.9.
O=C(O)CSCCOc1ccc(OCCSCC(=O)O)cc1 was read as WT yeast gro inh 0, Insulin prom up 0.4, MT stabilizer 3.1, T cell HTS inactive, Myeloid diff MLP inactive, Autophagy mod inactive, Hep lipid drop -3, West Nile virus CPE 0.3%, WT yeast gro inh mutant strain -14, Insulin prom up cell count 1189, Hep lipid drop cells 6.5 µM 766, T cell HTS vesicle-bound % 19, MT stabilizer Hoechst-high % 2.4, MT stabilizer cytotoxicity % 5.7, Autophagy mod cell loss 18 h -3 and Myeloid diff MLP GFP+ MAC1+ % 0.9.
`Cc1ccc(Nc2nc(Cl)nc(N(C)C#N)n2)cc1` gave WT yeast gro inh 8, MT stabilizer 3.0, T cell HTS inactive, Myeloid diff MLP inactive, Autophagy mod inactive, West Nile virus CPE 0.1%, WT yeast gro inh mutant strain 5, T cell HTS vesicle-bound % 17, MT stabilizer Hoechst-high % 2.0, MT stabilizer cytotoxicity % 2.4, Autophagy mod cell loss 18 h -16 and Myeloid diff MLP GFP+ MAC1+ % 0.7.
`Cc1ccccc1C(=O)NNC(=O)CSc1nnc(C)n1-c1ccccc1` gave WT yeast gro inh 1, MT stabilizer 3.6, T cell HTS inactive, Myeloid diff MLP inactive, Autophagy mod inactive, Hep lipid drop 23, b-catenin transl -0.5, West Nile virus CPE 0.5%, WT yeast gro inh mutant strain 13, Hep lipid drop cells 6.5 µM 613, b-catenin transl cell count 5 µM 959, T cell HTS vesicle-bound % 61, MT stabilizer Hoechst-high % 2.9, MT stabilizer cytotoxicity % 9.0, Autophagy mod cell loss 18 h 13 and Myeloid diff MLP GFP+ MAC1+ % 1.0.
`Cn1cc(Br)c(C(=O)Nc2sc3c(c2C(N)=O)CCCC3)n1` gave T cell HTS inactive, Myeloid diff MLP inactive, Hep lipid drop -4, West Nile virus CPE 0.4%, Hep lipid drop cells 6.5 µM 833, T cell HTS vesicle-bound % 53 and Myeloid diff MLP GFP+ MAC1+ % 0.1.
Screening COc1cccc(N2C(=NC(=O)C3CCCCC3)SC3CS(=O)(=O)CC32)c1 (stereo unspecified) returned T cell HTS inactive, Myeloid diff MLP inactive, Hep lipid drop 14, West Nile virus CPE -0.5%, Hep lipid drop cells 6.5 µM 726, T cell HTS vesicle-bound % 14 and Myeloid diff MLP GFP+ MAC1+ % 3.8.
`O=C(CNS(=O)(=O)c1ccc(Br)s1)Nc1ccc2c(c1)OCCO2` gave WT yeast gro inh -1, Insulin prom up -1.3, MT stabilizer 2.9, T cell HTS inactive, Myeloid diff MLP inactive, Autophagy mod inactive, b-catenin transl 0.1, West Nile virus CPE -0.3%, WT yeast gro inh mutant strain 0, Insulin prom up cell count 1362, b-catenin transl cell count 5 µM 747, T cell HTS vesicle-bound % 53, MT stabilizer Hoechst-high % 1.6, MT stabilizer cytotoxicity % 3.4, Autophagy mod cell loss 18 h 7 and Myeloid diff MLP GFP+ MAC1+ % 5.7.
Screening CCn1nc(C)cc1C(=O)N1CCCC(N(C)CCc2ccc(OC)c(OC)c2)C1 (stereo unspecified) returned T cell HTS inactive, Myeloid diff MLP inactive, Hep lipid drop -3, West Nile virus CPE -0.5%, Hep lipid drop cells 6.5 µM 676, T cell HTS vesicle-bound % 22 and Myeloid diff MLP GFP+ MAC1+ % 0.9.
For CN1c2ccc([N+](=O)[O-])cc2N(C)C1(C)c1ccccc1 (stereo unspecified) the results were T cell HTS inactive, Myeloid diff MLP inactive, Hep lipid drop 5, West Nile virus CPE -2.2%, Hep lipid drop cells 6.5 µM 850, T cell HTS vesicle-bound % 48 and Myeloid diff MLP GFP+ MAC1+ % 0.3.
Screening CCOc1cccc2sc(N(CCCN(C)C)C(=O)c3ccc(S(=O)(=O)N4CCc5ccccc5C4)cc3)nc12 returned T cell HTS inactive, Myeloid diff MLP inconclusive, Hep lipid drop -14, West Nile virus CPE inconclusive, Hep lipid drop cells 6.5 µM 811 and T cell HTS vesicle-bound % 71.
Screening COc1ccc(C(C)(C)C)cc1NC(=O)c1ccc[n+]([O-])c1 returned T cell HTS inactive, Myeloid diff MLP inactive, Hep lipid drop -1, West Nile virus CPE -0.2%, Hep lipid drop cells 6.5 µM 790, T cell HTS vesicle-bound % 48 and Myeloid diff MLP GFP+ MAC1+ % 0.8.
`Cc1cc(C(=O)Nc2ccc(Br)cc2F)n(-c2ccccc2)n1` gave T cell HTS inactive, Myeloid diff MLP inactive, Hep lipid drop -8, West Nile virus CPE -1.3%, Hep lipid drop cells 6.5 µM 397, T cell HTS vesicle-bound % 46 and Myeloid diff MLP GFP+ MAC1+ % 0.3.
Screening CC(C)(C)c1cc[n+](-c2[nH]c(=O)sc2/C=N/NC([S-])=Nc2ccccc2)cc1 returned Insulin prom up 0.1, T cell HTS inactive, Myeloid diff MLP inactive, Hep lipid drop -2, b-catenin transl 30, West Nile virus CPE 0.4%, Insulin prom up cell count 1448, Hep lipid drop cells 6.5 µM 692, b-catenin transl cell count 5 µM 1139, T cell HTS vesicle-bound % 52 and Myeloid diff MLP GFP+ MAC1+ % 0.3.

2 entries picked at random from the list so far:
`Cc1ccc(Nc2nc(Cl)nc(N(C)C#N)n2)cc1` gave WT yeast gro inh 8, MT stabilizer 3.0, T cell HTS inactive, Myeloid diff MLP inactive, Autophagy mod inactive, West Nile virus CPE 0.1%, WT yeast gro inh mutant strain 5, T cell HTS vesicle-bound % 17, MT stabilizer Hoechst-high % 2.0, MT stabilizer cytotoxicity % 2.4, Autophagy mod cell loss 18 h -16 and Myeloid diff MLP GFP+ MAC1+ % 0.7.
`O=C(CNS(=O)(=O)c1ccc(Br)s1)Nc1ccc2c(c1)OCCO2` gave WT yeast gro inh -1, Insulin prom up -1.3, MT stabilizer 2.9, T cell HTS inactive, Myeloid diff MLP inactive, Autophagy mod inactive, b-catenin transl 0.1, West Nile virus CPE -0.3%, WT yeast gro inh mutant strain 0, Insulin prom up cell count 1362, b-catenin transl cell count 5 µM 747, T cell HTS vesicle-bound % 53, MT stabilizer Hoechst-high % 1.6, MT stabilizer cytotoxicity % 3.4, Autophagy mod cell loss 18 h 7 and Myeloid diff MLP GFP+ MAC1+ % 5.7.
